Screening data deposited in PubChem BioAssay by The Scripps Research Institute Molecular Screening Center.
OXTR potentiate: human OXTR potentiators, primary screen, fluorescence, CHO-OTR cells, Fluo-8 calcium; activation, % at 3 µM; AID 2445, 2010; hit rate 0.061% among 320,000; Oxytocin receptor (Homo sapiens), P30559; Fluo-8 calcium fluorescence, potentiator mode; 0% = oxytocin EC15, 100% = EC100;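 active means activation above that plate's cutoff, the mean activation of tested compounds plus 3 SD, cut at about 6.6% in these data, passing the limit was not always enough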;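 further: 100% uses oxytocin at 75 nM as the full agonist control; some results filed as inactive read as strong as hits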
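Assay system: CHO cell line stably expressing human OTR. Reagent: EC15 oxytocin agonist. Dosing: single dose, 3.0 µM nominal final compound concentration. Timing: compound 6 min at room temperature before oxytocin, 100 s read. Signal: kinetic Fluo-8 calcium fluorescence. Controls: oxytocin EC15 low and EC100 high.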
M1 ag: human M1 muscarinic receptor agonists, primary screen, Fluo-8 calcium fluorescence, CHO-K1 cells, HTS. CHO-K1 hM1, agonist mode; 0% DMSO, 100% acetylcholine EC100. activation, % at 3 µM. hit rate 0.33% among 360,000. AID 588814, 2011;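 active means activation above the run's mean compound activation plus 3 SD, cut at about 16% in these data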;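 further: peak over basal fluorescence ratio within a 140 s kinetic read after compound addition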
Target sequence (P11229 whole entry, looked up): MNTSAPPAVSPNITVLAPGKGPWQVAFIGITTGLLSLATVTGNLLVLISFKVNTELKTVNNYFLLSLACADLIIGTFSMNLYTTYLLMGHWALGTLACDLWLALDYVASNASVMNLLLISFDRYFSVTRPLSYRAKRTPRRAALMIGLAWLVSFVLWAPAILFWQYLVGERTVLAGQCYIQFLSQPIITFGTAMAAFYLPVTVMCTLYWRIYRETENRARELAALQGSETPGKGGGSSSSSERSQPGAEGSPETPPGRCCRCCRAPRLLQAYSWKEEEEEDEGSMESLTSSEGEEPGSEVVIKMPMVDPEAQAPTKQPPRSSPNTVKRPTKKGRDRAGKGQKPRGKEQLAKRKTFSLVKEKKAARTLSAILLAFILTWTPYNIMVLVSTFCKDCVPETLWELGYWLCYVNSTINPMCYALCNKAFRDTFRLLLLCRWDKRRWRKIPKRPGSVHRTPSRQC
M4 antag: human M4 muscarinic receptor antagonists, primary screen, CHO cells, Fluo-8 calcium fluorescence; inhibition, % at 3 µM; CHO-hM4 cells, ACh EC80; AID 624125, 2012; Muscarinic acetylcholine receptor M4 (Homo sapiens), P08173; hit rate 0.73% among 360,000;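 active means inhibition above its plate's cutoff, the mean inhibition of sample wells plus 3 SD, cut at about 27% in these data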;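 further: 0% = acetylcholine EC80 with DMSO and 100% = DMSO without agonist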
Target sequence (P08173 whole entry, looked up): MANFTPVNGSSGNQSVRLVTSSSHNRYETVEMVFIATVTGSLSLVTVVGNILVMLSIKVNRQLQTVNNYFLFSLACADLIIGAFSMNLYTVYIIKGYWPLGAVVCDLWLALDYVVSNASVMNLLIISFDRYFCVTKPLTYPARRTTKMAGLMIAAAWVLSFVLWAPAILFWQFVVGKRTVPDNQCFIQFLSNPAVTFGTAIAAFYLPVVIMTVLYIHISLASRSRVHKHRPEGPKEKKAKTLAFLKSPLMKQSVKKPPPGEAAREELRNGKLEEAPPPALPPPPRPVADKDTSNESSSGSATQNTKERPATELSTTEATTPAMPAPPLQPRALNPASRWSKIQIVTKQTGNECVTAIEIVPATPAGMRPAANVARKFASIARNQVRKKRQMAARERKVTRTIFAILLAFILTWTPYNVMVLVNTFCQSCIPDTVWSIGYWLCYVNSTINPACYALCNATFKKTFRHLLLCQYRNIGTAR
CHRM1 PAM: human M1 muscarinic receptor positive allosteric modulators, primary screen, CHO-K1 cells, Fluo-8 calcium fluorescence, 1536-well; hit rate 0.088% among 360,000; AID 588819, 2011; activation, % at 3 µM; CHO-K1 hM1, ACh EC20; 0% = ACh EC20, 100% = maximal ACh; in the data active means activation above about 19%, passing the limit was not always enough
CHO-K1 Ca antag: nonselective inhibitor or artifact in parental CHO-K1 cells; ATP-induced calcium, Fluo-8 fluorescence; inhibition, % at 3 µM; hit rate 0.6% among 360,000; AID 602250;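 active means inhibition above a per-plate cutoff, the plate's mean sample inhibition plus 3 SD, cut at about 24% in these data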;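 further: 0% = DMSO plus EC80 ATP and 100% = DMSO alone without ATP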
CHO-K1 Ca ag: counter-screen for M1 agonists: effect in parental CHO-K1 cells. Fluo-8 calcium fluorescence; scaled to maximal ATP response, vehicle zero. activation, % at 3 µM. hit rate 0.48% among 360,000; in the data active means activation above about 15%;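 further: untransfected CHO-K1 host cells lacking M1 receptor as counterscreen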
CHO parental Ca: ATP-evoked calcium signal inhibitors, parental CHO, primary screen, counter-screen for OX1R antagonist project, cell-based, fluorescence, Fluo-8 calcium dye. inhibition, % at 5.6 µM. parental CHO-K1, ATP-induced calcium, Fluo-8 fluorescence. hit rate 0.63% among 330,000;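 active means inhibition above that plate's mean sample inhibition plus 3 SD, cut at about 26% in these data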;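 further: 0% = ATP-challenged DMSO wells and 100% = DMSO wells without ATP; some compounds past the cut are filed as inactive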
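material = parental CHO cells | also added = ATP as calcium-mobilizing challenge | dosing = single point at 5.6 µM | detection = intracellular calcium via Fluo-8 no-wash fluorescent dye | read-out = % inhibition | benchmarks = low control ATP plus DMSO, high control DMSO only | repeats = one well per compound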
CHRM1 antagonist: human M1 muscarinic receptor antagonists, primary screen, CHO-K1 cells, Fluo-8 calcium fluorescence, 1536-well; Muscarinic acetylcholine receptor M1 (Homo sapiens), P11229; hit rate 1.3% among 360,000; AID 588852, 2011; inhibition, % at 3 µM; CHO-K1 hM1, ACh EC80 antagonist;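 active means percent inhibition above its own plate's cutoff, namely the mean of that plate's compound wells plus 3 SD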;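 further: peak over basal fluorescence ratio during 140 s after agonist addition; 0% = ACh EC80 plus DMSO and 100% = DMSO alone without agonist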
M4 ag: human M4 muscarinic receptor agonists, primary screen, CHO-K1 cells, Fluo-8 calcium fluorescence; CHO-K1 hM4/Gqi5; vehicle 0%, full acetylcholine response 100%; activation, % at 3 µM; hit rate 0.14% among 360,000; AID 624127, 2012;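 active means activation above the run mean over all test wells plus 3 SD, cut at about 32% in these data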;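 further: peak over basal fluorescence ratio per well then scaled between controls; 0% = DMSO wells and 100% = acetylcholine at EC100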
Active calls of the source: *; x = not tested or not shown.

No.	structure	M4 antag	OXTR potentiate	CHO parental Ca	CHRM1 PAM	M4 ag	CHO-K1 Ca antag	CHRM1 antagonist	M1 ag	CHO-K1 Ca ag
1	COc1ccccc1CNC(=O)CN(c1ccc(C)cc1)S(=O)(=O)c1c(C)noc1C	5	-13	-27	-14	3	3	29	-2	4.3
2	CC(C)c1ccc(/C=C/C(=O)O)cc1	5	-7	4	8	1	-7	-10	-2	6.5
3	CCn1c(SCC(=O)Nc2nc3ccc(C)cc3s2)nc2c(c1=O)SC(C)C2 (stereo not drawn)	1	-19	45*	-7	0	5	20	-3	0.1
4	CCCc1ccc(-c2cc(C(=O)N3CCN(c4ccccn4)CC3)c3ccccc3n2)cc1	-3	-11	-11	6	3	0	5	2	0.5
5	O=c1cc(O)nc[nH]1	-1	-7	4	2	1	6	-6	2	0.4
6	CSc1ccc(Cl)c(C(=O)NCCOc2cc(C)ccc2C(C)C)c1	14	-13	53*	-6	2	-8	4	-2	-0.8
7	CCCCCC(=O)N1CC2(CC(c3cccc(NC(=O)COc4ccc(Cl)cc4)c3)=NO2)C[C@@H]1C(N)=O (stereo partly drawn)	2	-5	-5	0	1	20	9	-6	-0.5
8	CCN(CC)C(=S)NC(=O)c1ccc(F)cc1	-3	-6	7	1	1	-1	0	-11	0.1
9	Cc1ccc2ncnc(-c3ccccc3)c2c1	0	-2	5	8	2	10	-10	-2	1.0
10	O=C(O)CCCNC(=O)/C(=C\C=C\c1ccccc1)NC(=O)c1ccccc1Cl	3	0	-13	0	0	-6	-5	-5	-0.5
11	CCOC(=O)Cc1csc(NC(=O)c2c(O)c3ccccc3n(CC(C)C)c2=O)n1	-11	7	-20	0	1	-13	0	-5	0.3
12	Cc1nc(-c2ccc([N+](=O)[O-])cc2)c(-c2ccccc2)o1	-1	8	-20	6	1	-8	-14	-8	0.5
13	CC(=O)c1c(C)nc2ccccc2c1N	7	-5	-13	9	1	0	0	-2	0.6
14	COc1ccccc1NC(=O)Nc1nc(C(N)Cc2ccc(C(F)(F)F)cc2)cs1 (stereo not drawn)	23	x	x	2	29	15	4	5	3.4
15	CN(C(=O)c1ccc2c(c1)C(=O)N(CCC1=CCCCC1)C2=O)C1CCCCC1	-10	-8	-18	-6	12	-7	3	-4	5.0
16	Cc1cccc(CN2CCC(C(=O)Nc3ccc(Oc4cccnc4)cc3)CC2)c1	10	-8	-5	-2	4	-5	-5	-3	4.3
17	Cc1noc(C)c1COC(=O)/C=C/c1ccccc1Cl	-15	1	-19	-14	21	4	32	-3	6.8
18	CCc1ccc(NC2=CC(=O)CC(C)(C)C2)cc1	-1	-9	-4	15	0	-16	-12	-4	0.4
19	Cc1ccc(CSc2nc3nc(C)cc(C)c3c(=O)[nH]2)cc1	0	-10	-5	8	3	-11	-2	-9	1.5
20	CCC1CCc2c(sc(NC(C)=O)c2C#N)C1 (stereo not drawn)	8	-9	-7	10	1	-20	-10	-5	1.7
21	S=C(NCCc1ccccn1)Nc1ccc(Cl)cc1	-1	-3	-5	9	1	-5	-12	-10	0.9
22	CC(=O)N1N=C(c2ccc(C)o2)CC1c1cccc(F)c1 (stereo not drawn)	3	-7	-9	0	1	-1	3	-7	0.1
23	COc1ccccc1CNC(=O)C1CCCN(S(=O)(=O)c2cccs2)C1 (stereo not drawn)	-11	-10	1	4	2	4	-6	-4	2.0
24	Cc1ccccc1OCC(O)Cn1c(N2CCCCC2)nc2c1c(=O)[nH]c(=O)n2C (stereo not drawn)	4	-7	-8	-8	8	-7	7	-1	3.5
25	Cc1ccc(S(=O)(=O)NCC(=O)OCc2csc(CC(=O)Nc3ccccc3C)n2)cc1C	-21	x	x	4	7	-20	-4	-5	2.7
26	O=C(O)Cc1ccc(NC(=O)C2CCCCC2C(=O)O)cc1 (stereo not drawn)	0	2	-9	9	x	-9	-12	-1	0.5
27	Cn1cc(Br)cc2nc(C(F)(F)F)nc1-2	5	-7	-3	-3	1	-1	0	-2	0.1
28	CC(C)C[C@H](NC(=O)OCC1c2ccccc2-c2ccccc21)C(=O)O	11	x	x	-20	0	-10	0	-8	0.9
29	COc1ccccc1/C=C1\SC(=S)N(CCC(=O)NCCCn2ccnc2)C1=O	10	-3	-32	-11	4	-12	18	-6	0.9
30	c1ccc(OCCNc2ccn3nc(-c4ccc(OCCN5CCOCC5)cc4)cc3n2)cc1	12	x	x	-8	24	-5	13	3	10
31	COc1ccc(NC2CC(=O)N(CCc3ccccc3)C2=O)cc1 (stereo not drawn)	-11	-12	-8	4	3	-1	-16	-1	1.4
32	CCN(CC)C(=O)C1=C(C)N(CCC2=CCCCC2)C(=O)C(CC(=O)NCc2cccc3ccccc23)C1 (stereo not drawn)	-8	x	x	2	4	-11	-14	-7	0.4
33	CCN(CC)CCOc1c(C)cccc1Cl	1	-6	-12	12	1	3	-5	-8	0.3
34	COc1ccc2c(c1)c1ncn(CCCN3CCOCC3)c(=O)c1n2C	11	-2	-12	-2	0	-22	4	-5	-0.5
35	Cn1cc(CCC(=O)NCc2cccc(Cl)c2)c2ccccc21	-2	-13	-28	12	0	-9	-13	-4	-0.1
36	CCOc1ccc(NC(=O)CC2NCCNC2=O)cc1 (stereo not drawn)	-7	-8	-1	2	1	-1	-5	-3	-0.1
37	NS(=O)(=O)c1ccc(N/N=C/c2ccncc2)cc1	11	-4	-1	7	1	-10	-10	-1	0.5
38	COC(=O)c1ccc(C2/C(=C(\O)c3ccc(OC)c(C)c3)C(=O)C(=O)N2c2cc(C)on2)cc1 (stereo not drawn)	6	-11	1	4	0	-2	6	-1	-0.3
39	COc1cc(CNc2ccc3[nH]c(=O)[nH]c3c2)ccc1OCc1ccccc1C	6	-12	-8	1	1	-9	1	-5	0.5
40	CCOc1ccc(CCNC(=O)c2cc(=O)[nH]c3ccc(S(=O)(=O)N(CC)CC)cc23)cc1OCC	-10	2	-6	18	1	-2	9	8	0.2
41	Cc1ccc(NC(=O)COC(=O)c2ccco2)cc1C	-4	-4	11	14	2	-11	-14	-2	1.5
42	O=C(N/N=C/c1ccco1)C1CC1c1ccccc1 (stereo not drawn)	3	4	-10	8	0	1	-7	-2	0.1
43	CN(c1ccccc1)S(=O)(=O)c1ccc2c(c1)oc(=O)n2C	-3	-6	-6	-3	2	-4	-4	-8	1.1
44	CCCCNC1CCS(=O)(=O)C1 (stereo not drawn)	11	-8	11	0	1	0	2	-5	0.4
45	CCOC(=O)c1cccc(NC(=O)c2cccs2)c1	-9	-11	-14	-1	2	3	3	-3	1.1
46	CCOC(=O)CNC(=S)N(Cc1ccccc1)Cc1cccnc1	4	-2	-14	3	2	6	-7	-3	1.0
47	CC(C)=CCC/C(C)=C/CNC(=O)CC1C[C@H](C(=O)N(C(C)C)C(C)C)[C@@]2(C)c3[nH]c4ccccc4c3CCN2C1=O (stereo partly drawn)	-4	-1	-16	4	-1	4	-10	-3	-0.3
48	O=C(NNc1ccc(F)cc1F)C1CCC1	-13	-6	-10	3	1	-3	-15	-2	0.5
49	Cc1ccc(C(=O)O)cc1NCc1ccncc1	8	-14	-12	6	0	4	-7	-2	0.3
50	COC(=O)c1ccccc1NC(=O)NC1CCN(Cc2ccccc2)CC1	-4	-10	-7	0	4	2	-4	-9	0.7

Continued:
No.	structure	M4 antag	OXTR potentiate	CHO parental Ca	CHRM1 PAM	M4 ag	CHO-K1 Ca antag	CHRM1 antagonist	M1 ag	CHO-K1 Ca ag
51	COC(=O)C(NNc1ccccc1)(NC(=O)c1ccc(F)cc1)C(F)(F)F (stereo not drawn)	0	-10	7	11	0	-17	-8	-1	0.5
52	FC(F)(F)c1cccc(N2CCN(CC3CC=CCC3)CC2)c1 (stereo not drawn)	-6	-3	-8	-3	-1	-12	3	-3	0.1
53	COc1ccc(-c2ccnc(SCC(=O)c3ccc(Cl)cc3)n2)cc1	4	-9	-11	3	0	-11	-4	-10	1.0
54	CCN(CC)CCn1c2ccccc2c2nc(C)sc21	0	-6	-20	-2	0	9	-4	-4	-0.5
55	O=C(NCc1ccc(Cl)cc1)c1cnccn1	-11	-2	0	4	0	-9	-7	-2	-0.1
56	COc1ccc(S(=O)(=O)NC(=O)C2(C)CCN2C(=O)C(C)(C)c2ccccc2)cc1 (stereo not drawn)	-12	x	x	8	1	-12	-11	-4	0.5
57	CC1CCCCC12NC(=O)N(CC(=O)Nc1cccnc1)C2=O (stereo not drawn)	0	x	x	7	0	-2	-10	0	0.3

Entries listed so far that have fluorine:
No.	structure	M4 antag	OXTR potentiate	CHO parental Ca	CHRM1 PAM	M4 ag	CHO-K1 Ca antag	CHRM1 antagonist	M1 ag	CHO-K1 Ca ag
8	CCN(CC)C(=S)NC(=O)c1ccc(F)cc1	-3	-6	7	1	1	-1	0	-11	0.1
14	COc1ccccc1NC(=O)Nc1nc(C(N)Cc2ccc(C(F)(F)F)cc2)cs1 (stereo not drawn)	23	x	x	2	29	15	4	5	3.4
22	CC(=O)N1N=C(c2ccc(C)o2)CC1c1cccc(F)c1 (stereo not drawn)	3	-7	-9	0	1	-1	3	-7	0.1
27	Cn1cc(Br)cc2nc(C(F)(F)F)nc1-2	5	-7	-3	-3	1	-1	0	-2	0.1
48	O=C(NNc1ccc(F)cc1F)C1CCC1	-13	-6	-10	3	1	-3	-15	-2	0.5
51	COC(=O)C(NNc1ccccc1)(NC(=O)c1ccc(F)cc1)C(F)(F)F (stereo not drawn)	0	-10	7	11	0	-17	-8	-1	0.5
52	FC(F)(F)c1cccc(N2CCN(CC3CC=CCC3)CC2)c1 (stereo not drawn)	-6	-3	-8	-3	-1	-12	3	-3	0.1
